# HEK293 NFkB inh = inhibitors of the PMA/ionomycin-induced NF-kB reporter in HEK293 cells. HEK-293 NF-kB luciferase reporter, luminescence. inhibition, % at 3 µM. 0.21% of 62,000 active. AID 465;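 active = inhibition above the mean of all tested compounds plus 3 SD, cut at about 40% in these data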;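 also: 0% = stimulated DMSO wells and 100% = 10 µM reference inhibitor 5653914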
#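 System: NF-kB luciferase reporter HEK-293 cells | Replication: Single test | Control set: DMSO vs reference inhibitor | Evaluation: % inhibition | Schedule: 1 h pretreatment, 16 h stimulation, 37 °C | Probe or stimulus: PMA with ionomycin | Compound dosing: One dose, 3 µM | Detection: Luciferase luminescence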
# 5HT1E ag = agonists of human 5-HT1E serotonin receptor | 0.69% of 65,000 active | activation, % at 6 µM | P28566 | CHO 5-HT1E Ga15 NFAT-bla reporter, FRET; 0% DMSO wells, 100% control agonist wells;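 active = activation above a set limit, the screen-wide mean activation plus 3 SD, cut at about 8.5% in these data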;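 also: 100% = positive control agonist at 1 µM giving full maximal response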
# D1 mod = D1 dopamine receptor (human) allosteric modulation; P21728; HEK293 D1, CRE-luciferase, dopamine EC30 potentiation; actives deviate in either direction; B-score at 10 µM; 5.9% of 58,000 active;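 active = luminescence count or its row- and column-corrected plate score outside the 99.7% band of the plate's sample wells, on either side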
# S1P1 ag-PAM = S1P1 (human) agonism or agonism potentiation; P21453; S1P1 CRE-bla cells, forskolin, beta-lactamase FRET, potentiator mode; S1P1 agonist co-added at EC20, 2 nM; 100% = saturating reference agonist, 0% = basal; activation, % at 9.5 µM; 0.57% of 56,000 active;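 active = activation above a cutoff set at the mean activation of all tested compounds plus 3 SD, cut at about 54% in these data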;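 also: forskolin at 4 µM as EC80 and the EC20 agonist is SEW2871; 100% = SEW2871 at its EC100 plus forskolin at EC80; some compounds past the cut are filed as inactive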
# Target sequence (P21453 whole entry, looked up): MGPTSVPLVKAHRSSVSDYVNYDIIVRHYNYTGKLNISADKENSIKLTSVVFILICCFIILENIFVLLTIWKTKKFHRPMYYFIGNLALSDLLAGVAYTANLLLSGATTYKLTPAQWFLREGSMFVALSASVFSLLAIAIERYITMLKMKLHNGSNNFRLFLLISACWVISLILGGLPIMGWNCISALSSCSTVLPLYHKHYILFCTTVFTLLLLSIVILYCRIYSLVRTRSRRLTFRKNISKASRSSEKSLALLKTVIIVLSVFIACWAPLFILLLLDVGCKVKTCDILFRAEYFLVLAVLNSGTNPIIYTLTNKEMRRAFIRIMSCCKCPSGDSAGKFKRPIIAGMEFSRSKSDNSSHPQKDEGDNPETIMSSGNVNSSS
# 5-HT1A blocker = blocks the human serotonin 5-HT1a receptor; AID 612; CHO 5-HT1a Ga15 NFAT-bla reporter, antagonist mode; 0.68% of 62,000 active; inhibition, % at 10 µM;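 active = inhibition above the mean of all tested compounds plus 3 SD, cut at about 43% in these data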;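 also: receptor stimulated by 5-CT agonist at 100 nM near EC80; beta-lactamase reporter measured by ratiometric fluorescence of a cleavable substrate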
# Target sequence (P08908 whole entry, looked up): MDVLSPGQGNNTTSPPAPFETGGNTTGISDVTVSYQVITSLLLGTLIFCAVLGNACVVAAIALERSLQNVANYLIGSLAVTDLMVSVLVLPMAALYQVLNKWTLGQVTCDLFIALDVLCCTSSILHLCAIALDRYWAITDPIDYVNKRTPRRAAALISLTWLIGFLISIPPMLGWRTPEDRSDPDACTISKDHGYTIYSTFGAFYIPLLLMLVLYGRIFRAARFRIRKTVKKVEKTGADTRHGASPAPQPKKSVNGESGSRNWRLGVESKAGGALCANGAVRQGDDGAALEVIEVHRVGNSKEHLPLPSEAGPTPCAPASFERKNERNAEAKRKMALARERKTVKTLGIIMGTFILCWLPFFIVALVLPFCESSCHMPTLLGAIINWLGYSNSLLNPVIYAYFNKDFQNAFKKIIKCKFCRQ
# 5HT1E antag = blocks the human 5-HT1E serotonin receptor; P28566; CHO 5-HT1E Ga15 NFAT-bla reporter, FRET, antagonist; inhibition, % at 6 µM; 0.99% of 65,000 active; AID 571;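 active = inhibition above a set limit, the mean inhibition across every tested compound plus 3 SD, cut at about 29% in these data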;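 also: signal is the 460 over 535 nm emission ratio of beta-lactamase substrate; 0% = agonist plus DMSO wells and 100% = wells without agonist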
# Jurkat viability = reduces viability or proliferation of Jurkat cells; Jurkat E6.1 viability, ATP luminescence, 48 h; inhibition, % at 4 µM; 1.2% of 56,000 active; AID 463;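 active = inhibition above the mean inhibition of all tested compounds plus 3 SD, cut at about 28% in these data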
# S1P3 agonist = S1P3 (human) receptor agonism; Q99500; S1P3 NFAT-BLA reporter cells, FRET ratio; relative to 1 µM S1P, basal subtracted; activation, % at 4.5 µM; 0.1% of 60,000 active; AID 373;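 active = activation above the screen-wide mean plus 3 SD, cut at about 4.5% in these data, passing the limit was not always enough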; also: some compounds called inactive have numbers as strong as hits
#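 Assay system: CHO cells stably expressing human S1P3, Gα16 and NFAT-β-lactamase reporter. Timing: overnight plating, 4 h compound 37 °C, 2 h substrate RT. Signal: β-lactamase FRET emission ratio 460/535 nm. Measure: percent activation versus median 1 µM S1P response, basal-subtracted, per plate. Repeats: primary screen single test, confirmation screen in triplicate.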
# HTR1A agonist = activates the human 5-HT1a serotonin receptor; CHO 5-HT1a Ga15 NFAT-bla reporter, FRET ratio; 0% basal, 100% maximal reference agonist; activation, % at 10 µM; 0.56% of 65,000 active;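 active = activation above the screen-wide mean activation plus 3 SD, cut at about 19% in these data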;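 also: 0% = DMSO wells and 100% = 5-CT at EC100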
# * = called active by the depositor; / = not tested or not shown.
SMILES,HEK293 NFkB inh,5HT1E ag,D1 mod,S1P1 ag-PAM,5-HT1A blocker,5HT1E antag,Jurkat viability,S1P3 agonist,HTR1A agonist
CC(C)c1nnc(SCC(=O)NCc2ccco2)n1C,-12,0.3,2.3,-1,8,-1,0,0.2,-0.8
N#Cc1ccsc1NC(=O)COc1ccc(-c2nnco2)cc1,7,-0.3,0.33,3,3,4,0,1.4,-3.3
CC(C)Cn1c(=O)c(C(=O)Nc2cnccn2)c(O)c2ccccc21,20,-0.1,3.4*,-12,-24,-11,3,-0.4,-0.3
COC(=O)C1C(O)=C(C(C)=N)C(=O)CC1(C)C (stereo not drawn),17,-0.4,-0.041,/,1,7,3,-0.8,-1.6
CC(=O)Nc1ccc(SCC(=O)OCC(=O)NC(=O)NCc2ccco2)cc1,2,-1.3,-0.32,-22,4,1,5,0.6,-2.4
Brc1ccc(C2=Nn3c(nnc3-c3cccnc3)SC2)s1,8,0.4,2.8,6,-15,2,-5,-0.2,-2.3
Cc1ccccc1-n1c(SCc2cc(=O)n3ccccc3n2)nc2[nH]ncc2c1=O,-1,1.0,-0.41,-50,-9,23,5,0.1,-1.2
COc1ccc(-c2nsc3c(N4CCN(C(=O)c5ccco5)CC4)ncnc23)cc1,8,0.6,0.45,18,8,4,-7,-1.5,3.2
COc1ccc(-c2nsc3c(N4CCN(S(=O)(=O)c5ccccc5)CC4)ncnc23)cc1,10,2.7,0.52,16,-1,4,1,-0.6,-1.4
Cc1nn(C(C)(C)C)c(OC(=O)C2CCCC2)c1S(=O)(=O)c1ccccc1,19,-0.9,-0.91,5,-5,-6,1,-0.3,3.6
CC1CCc2c(C(=O)NCCN3CCOCC3)csc2C1 (stereo not drawn),5,-0.3,/,-14,-9,2,4,-1.3,-4.6
COc1ccc(C(=O)/C(C)=N/O)cc1OC,5,-0.2,/,-16,-4,-2,-7,0.5,0.8
O=S(=O)(NCC1CC1)c1cccc(S(=O)(=O)N2CCCC2)c1,20,0.0,0.37,-5,0,-4,4,-1.3,-4.4
CCOc1cc(C(=O)NCCOC)ccc1OC,4,-0.5,4.8*,-18,-2,12,3,-0.7,-0.7
Cc1ccc(S(=O)(=O)N2CCC(C(=O)OCC(=O)N3CCc4ccccc43)CC2)cc1,3,-0.2,-0.033,22,-4,-7,0,-0.4,1.7
Cc1cc(C)n(Cc2ccc(C(=O)O)o2)n1,6,-1.0,0.37,11,13,-8,4,0.0,1.1
CCN(CC(=O)NC(C)C)C(=O)CCNC(=O)c1ccc(Cl)cc1,12,0.5,1.3,8,-2,3,-6,-0.9,0.5
Cc1ccc(CCNC(=O)c2nnn(-c3cccc(C)c3)c2N)cc1,19,-0.3,0.19,-18,-17,-1,-2,-0.5,-2.2
CCOc1ccccc1C(=O)NC(C(=O)Nc1ccccc1N1CCOCC1)C(C)C (stereo not drawn),9,-0.3,0.38,-21,5,-1,5,-0.1,-2.9
CCOC(=O)C(C)Sc1nc2c(c(=O)[nH]c(=O)n2C)n1C/C=C(/C)Cl (stereo not drawn),19,-0.5,9.3*,-3,-4,7,-2,-0.6,0.1
CN1C(=O)CC(N2CCN(c3ccc(Cl)c(Cl)c3)CC2)C1=O (stereo not drawn),/,0.2,/,-1,/,40*,/,-5.2,4.3
CC1CN=C(c2cccn2Cc2ccc(F)cc2Cl)O1 (stereo not drawn),2,-1.2,-0.045,-9,6,-7,-5,0.4,1.0
Cn1c(=O)c2c(nc(SCc3cccnc3)n2Cc2ccc(F)cc2)n(C)c1=O,2,0.2,0.025,3,-12,6,9,-1.8,3.5
COC(=O)NCC1(C)CC(NC(=O)OC)CC(C)(C)C1 (stereo not drawn),2,0.3,0.58,5,-1,-4,-4,-0.4,0.1
Cn1cc(CN2CCc3ccccc3C2)c2ccccc21,12,0.4,-1.1,/,5,3,/,/,-0.6
O=C(CSc1nnc(-c2ccc(Cl)cc2)n1Cc1ccco1)c1cccs1,12,-0.2,-0.24,68,24,2,-1,-0.7,-0.5
COc1cccc(CN2C(=O)CN(C3CCCCC3)C(=O)C2c2ccc(F)cc2)c1 (stereo not drawn),12,0.2,-1.7,/,-12,-4,/,/,3.3
O=C(NC1(C(F)(F)F)C(=O)Nc2c1c(=O)[nH]c(=O)n2Cc1ccco1)C1CCCCC1 (stereo not drawn),/,0.2,-0.039,-14,/,10,/,-3.4,-0.3
Cc1cc(N2CCN(C)CC2)nc(N2CCOCC2)n1,8,0.3,-0.069,-1,-17,-10,-7,0.2,-2.0
CCS(=O)(=O)N1CCCC(C(=O)NCCCOC(C)C)C1 (stereo not drawn),9,-0.7,0.37,2,-4,18,5,-0.1,-2.0
CCCC12CN3CC(CCC)(CN(C1)C3C(O)C(O)C(O)CO)C2=O (stereo not drawn),14,-1.2,/,-5,0,-5,6,-1.8,-3.2
Cn1c(C(=O)N2COCC2(C)C)cc2c(=O)n3ccccc3nc21,-3,1.5,0.13,-55,-25,11,4,0.2,-2.0
COC(=O)C1=C(C)N(Cc2ccco2)C(=O)C1,7,-1.0,/,-16,8,4,8,-0.3,-0.9
Cc1cc(=O)oc2cc(OCC(=O)NCc3cccnc3)ccc12,/,0.1,0.66,-3,/,-5,/,0.7,-1.8
CC(=O)N(Cc1cccnc1)Cc1cc2ccccc2[nH]c1=O,5,-1.3,-0.55,-6,8,-6,-9,-0.2,-0.8
O=C(/C=N/O)NCCCN1CCOCC1,/,0.4,/,-4,/,-3,/,-2.4,-1.7
CCC(OC(=O)CCc1nc2ccccc2[nH]c1=O)C(=O)c1ccccc1 (stereo not drawn),5,-0.7,1.5,/,-9,-5,/,/,0.1
COc1ccc(C)cc1S(=O)(=O)N(CC(=O)O)c1ccc(F)cc1,-2,0.4,-0.057,/,-10,-1,2,-1.4,-0.2
Cc1ccc(C)c(C(C)NC(=O)C2C3CCC(O3)C2C(=O)O)c1 (stereo not drawn),10,-1.3,0.26,-12,7,-6,-1,-0.5,-0.5
Cc1ccc(-c2noc(C3CCCN(C(=O)C4CCCCC4)C3)n2)o1 (stereo not drawn),16,-0.5,/,/,0,-5,/,/,-0.2

# Entries of single compounds as entered above. Screens in order: HEK293 NFkB inh | 5HT1E ag | D1 mod | S1P1 ag-PAM | 5-HT1A blocker | 5HT1E antag | Jurkat viability | S1P3 agonist | HTR1A agonist
# Results for Cn1c(C(=O)N2COCC2(C)C)cc2c(=O)n3ccccc3nc21 → -3 | 1.5 | 0.13 | -55 | -25 | 11 | 4 | 0.2 | -2.0
# Results for Cc1cc(=O)oc2cc(OCC(=O)NCc3cccnc3)ccc12 → / | 0.1 | 0.66 | -3 | / | -5 | / | 0.7 | -1.8
# Results for CCS(=O)(=O)N1CCCC(C(=O)NCCCOC(C)C)C1 (stereo not drawn) → 9 | -0.7 | 0.37 | 2 | -4 | 18 | 5 | -0.1 | -2.0
# Results for CN1C(=O)CC(N2CCN(c3ccc(Cl)c(Cl)c3)CC2)C1=O (stereo not drawn) → / | 0.2 | / | -1 | / | 40* | / | -5.2 | 4.3

# Other records.
SMILES,HEK293 NFkB inh,5HT1E ag,D1 mod,S1P1 ag-PAM,5-HT1A blocker,5HT1E antag,Jurkat viability,S1P3 agonist,HTR1A agonist
Clc1ccccc1Cn1nnc2c(NCC3CC3)ncnc21,13,-0.1,2.8*,-5,-5,10,5,-0.3,0.8
CCc1c(O)nc(SCC(=O)N2CCOCC2)n(-c2ccccc2)c1=O,21,-0.8,0.64,8,5,0,4,-0.7,-2.8
Cc1c(C(=O)OCc2cc(=O)n3cc(Br)ccc3n2)oc2ccccc12,16,-0.1,/,-15,5,-1,2,0.0,-1.5
c1ccc(Cn2nnnc2CN2CCN(Cc3ccc4c(c3)OCO4)CC2)cc1,-4,0.4,-0.015,6,5,14,-8,0.4,-1.4
COCC(=O)Nc1ccc(-c2cn3cccnc3n2)cc1,10,0.0,-0.67,/,-10,1,/,/,0.8
Cc1nn(-c2ccccc2)c(C)c1C(=O)OCC(=O)c1c(N)n(CC(C)C)c(=O)n(C)c1=O,17,-0.2,-1.2,44,25,3,38*,-1.3,2.0
CCCCNC(=O)c1ccccc1NS(=O)(=O)c1ccc2c(c1)OCCO2,15,0.1,-0.042,-8,-4,-11,-4,0.4,0.7
Cn1nc(SCC(=O)O)sc1=S,13,0.0,-0.85,1,-7,-15,-8,-0.2,-0.5
Cc1ccc(SCc2cn3c(C)csc3n2)cc1,-17,0.3,-4.6*,7,-9,-3,-2,-0.3,-0.3
CCn1c(NCCc2ccc(OC)c(OC)c2)nc2c1c(=O)n(C)c(=O)n2C,7,1.4,-0.042,-2,4,14,5,-1.6,-2.1
O=C(NCc1cccs1)C1CCCN1S(=O)(=O)c1ccccc1F (stereo not drawn),2,0.6,/,/,-4,2,/,/,1.0
CCCCNC(=O)Nc1cnn(CC)c1C(N)=O,14,-0.4,-0.52,-15,-16,-10,-1,-1.1,-1.1
CC(C)C(=O)Nc1ccccc1N1CCN(S(C)(=O)=O)CC1,14,0.5,-0.58,/,-8,-5,-6,-1.0,0.0
COc1ccc(CC(=O)Nc2cccc(-c3nnc(-c4ccc(C)cc4)o3)c2)cc1OC,6,0.1,-0.17,2,-6,34*,7,-0.5,-1.3
Cc1cccc2cc(CN(Cc3ccco3)C(c3nnnn3CCc3ccccc3)C(C)C)c(=O)[nH]c12 (stereo not drawn),20,0.8,0.65,40,25,-18,3,0.9,1.3
O=C(c1ccccc1)c1cccn1CC(=O)N1CCN(c2ccc(F)cc2)CC1,15,-0.6,2.3,13,9,-8,0,-0.9,-3.4
O=C(O)C1CC=C(Cl)CC1C(=O)NCc1ccccc1 (stereo not drawn),6,0.0,-0.12,-24,-7,-3,0,0.0,0.1
CS(=O)(=O)Nc1ccc(S(=O)(=O)NCCc2ccccc2)cc1,19,-0.5,-1,2,0,8,13,-0.9,-2.5
CCOc1ccc(CNC(=O)CCn2c(=O)oc3ccccc32)cc1OC,16,0.0,0.49,-31,7,-8,0,-0.9,-4.6
N#CC1=C(N)OC(c2ccccc2)=C(C#N)C1c1ccc2c(c1)OCO2 (stereo not drawn),0,0.1,0.037,-4,10,1,1,-1.4,-3.5
COC(=O)c1[nH]c2ccccc2c1NC(=O)CN1CCN(Cc2ccc3c(c2)OCO3)CC1,22,-0.2,0.02,-17,-2,-5,10,0.6,1.2
CCC(C)(C)NC(=O)CN(C(=O)c1snc(C(N)=O)c1N)c1ccc2c(c1)OCCO2,14,-0.3,6.6*,-14,4,6,1,-0.7,-0.8
CCOc1cc(C2C(C(=O)c3ccc(C)cc3)=C(C(=O)OC)Nc3nnnn32)ccc1O (stereo not drawn),13,-1.1,-0.4,/,2,10,/,/,0.3
Cc1cc(C)n2nc(SC3CCCCN(C(=O)c4ccc(F)cc4)C3=O)nc2n1 (stereo not drawn),8,0.3,0.15,7,-7,-7,-3,0.0,-1.1
Cc1ccccc1Cn1c(=O)[nH]c2ccccc21,2,0.3,-0.26,1,15,-7,5,0.2,-3.6
CC1CCc2cc(F)cc3c(O)c(C(=O)Nc4cnccn4)c(=O)n1c23 (stereo not drawn),/,0.3,-0.66,-1,/,-2,/,-4.9,3.0
COc1cc(C)c(CN2CCCCC2CO)cc1C (stereo not drawn),1,0.2,0.2,5,1,6,-7,-1.2,-0.8
